High-throughput results as filed in PubChem.
HCV inhibitor – inhibitors of hepatitis C virus infection; Huh7.5.1 HCVcc-Cre infection, luciferase reporter, 44 h; Potency, µM (top dose mostly 41.8 µM), inactives show at the highest dose activity change, negative = inhibition, usual class: inhibitors; hit rate 3.4% among 340,000; also: potency is read from the fitted curve at half-maximal effect
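Luciferase read-out (15 sec integration) after a 15 min room-temperature substrate step quantifies HCVcc-Cre infection. Cells, 1,000 per well, had compound added 4 h post-plating, then virus at ~0.5 moi, and were cultured 44 h.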
HCMV antiviral – blocks human cytomegalovirus replication. HFF cells, HCMV-luciferase reporter, 72 h; stronger effect = lower value. activity change, negative = inhibition, % at 57.5 µM. hit rate 4.5% among 410,000; in the data active = activity change below about -60%; inconclusive = no clear call, values can overlap the other calls; inactive = above about -39%
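Two-dose cell screen: HFF monolayers treated with compounds and infected with luciferase-expressing HCMV at 1 PFU/cell, 72 h at 37C, then lysed for luciferase measurement.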
AmpC inh detg – blocks E. coli AmpC beta-lactamase in detergent assay. P00811. AmpC hydrolysis of nitrocefin, absorbance 480 nm, 0.01% Triton. Potency, µM (highest dose often 114 µM), for the others: at the highest dose activity change, negative = inhibition, most hits filed as inhibitors. hit rate 0.041% among 370,000. AID 485294;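 also: potency is read from the fitted curve at half-maximal effect; 0% = no-compound wells and -100% = no-enzyme wells; nearly all actives have a fitted effect of over 25% in size; some results filed as inactive show a strong effect at the top dose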
Target sequence (P00811 whole entry, looked up): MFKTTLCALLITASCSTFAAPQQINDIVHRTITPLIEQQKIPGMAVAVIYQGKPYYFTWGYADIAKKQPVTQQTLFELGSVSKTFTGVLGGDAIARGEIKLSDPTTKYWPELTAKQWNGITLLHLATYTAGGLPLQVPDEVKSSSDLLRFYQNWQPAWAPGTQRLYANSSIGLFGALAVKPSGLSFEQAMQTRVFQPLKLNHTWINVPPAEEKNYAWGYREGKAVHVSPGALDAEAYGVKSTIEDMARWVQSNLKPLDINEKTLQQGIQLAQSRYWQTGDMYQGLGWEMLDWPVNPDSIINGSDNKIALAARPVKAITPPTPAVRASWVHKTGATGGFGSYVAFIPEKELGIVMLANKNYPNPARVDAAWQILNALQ
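20 mM phosphate pH 7.0 + 0.01% (detergent screen) or 0.0001% Triton X-100; 5.3 nM AmpC reagent; cpd preinc 15 min RT; nitrocefin (800 uM stock) to start; A480 q20 s × 4 min; Activity was normalised to no-enzyme and no-compound control wells.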
AmpC no deterg – AmpC beta-lactamase inhibition without detergent; hit rate 0.52% among 330,000; AmpC nitrocefin hydrolysis, absorbance 480 nm, 0.0001% Triton; Potency, µM (top dose mostly 57.1 µM), for the others: top-dose activity change, negative = inhibition, hits mostly inhibitors;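 also: potency is read from the fitted curve at half-maximal effect; plate controls were no compound for no effect and no enzyme for full effect; nearly all actives have a fitted effect of over 20% in size; some results filed as inactive show a strong effect at the top dose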
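AmpC (5.3 nM in the dispensed reagent) in 20 mM phosphate pH 7.0 with 0.01% (detergent screen) or 0.0001% Triton X-100 was preincubated with compounds for 15 min at room temperature. Nitrocefin was then added from an 800 uM solution, and hydrolysis was followed at 480 nm.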
FBPA Giardia inh – blocks Giardia fructose-bisphosphate aldolase activity; hit rate 0.71% among 290,000; Potency, µM (highest dose often 59.6 µM), for the others: top-dose activity, negative = inhibition, most hits filed as inhibitors; AID 2451; purified Giardia FBPA; A8B2U2; also: potency is read from the fitted curve at half-maximal effect; nearly all actives have a fitted effect of over 55% in size
Target sequence (A8B2U2 whole entry, looked up): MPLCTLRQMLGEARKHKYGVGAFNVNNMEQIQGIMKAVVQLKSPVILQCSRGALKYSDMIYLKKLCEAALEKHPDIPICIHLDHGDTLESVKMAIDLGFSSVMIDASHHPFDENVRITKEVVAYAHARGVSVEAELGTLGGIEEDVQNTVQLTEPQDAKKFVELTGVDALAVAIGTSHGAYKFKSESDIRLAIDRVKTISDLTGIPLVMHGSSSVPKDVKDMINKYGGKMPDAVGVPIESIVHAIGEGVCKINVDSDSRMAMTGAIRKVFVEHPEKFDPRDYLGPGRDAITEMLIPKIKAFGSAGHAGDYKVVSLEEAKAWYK
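Giardia FBPA (40 nM reagent) was preincubated 10 min at RT with compound (up to 57.5 uM final), then substrate plus GAPDH/TPI/NAD/arsenate coupling system with diaphorase/resazurin was added; resorufin fluorescence (525/598 nm) was read after 20 min.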
Sm TGR inh – inhibitors of Schistosoma mansoni thioredoxin glutathione reductase. AID 485364. hit rate 3% among 360,000. Q962Y6. purified TGR, DTNB reduction, TNB absorbance 405 nm. Potency, µM (series often up to 114 µM), for inactives: at the top dose activity change, negative = inhibition, usual class: inhibitors; also: potency is read from the fitted curve at half-maximal effect; nearly all actives have a fitted effect of over 60% in size
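First, TGR (20 nM dispensed) and NADPH were mixed with compound. Second, a 15 min room-temperature incubation followed. Third, further NADPH and then DTNB were added to start the reaction. Finally, TNB absorbance was monitored kinetically.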
An asterisk follows results filed as active; ? = inconclusive; . = not tested or not shown; & = joins results of further samples; [ ] = dose if it differs, or a comment. Unless noted, calls follow the shape of the dose curve; as a rule, active = well fitted curve in the direction sought with a large enough effect; inconclusive = small, poorly fitted or top-dose-only effect, or another doubt; inactive = no such curve, though single readings can be large; an effect the other way counts as inactive or inconclusive. Unless noted, % is scaled to controls: 0 for no effect and ±100 for the full control effect.

SMILES	HCV inhibitor	HCMV antiviral	AmpC inh detg	AmpC no deterg	FBPA Giardia inh	Sm TGR inh
CC(C)c1ccc(N)c(S(=O)(=O)O)c1	6%	19	14%	-15%	-4%	-9%
COc1ccc(C2C(C(=O)OCC(=O)NC(C)(C)C)CCC(=O)N2c2ccc(C)cc2)cc1OC (configuration not stated)	13%	19	3%	80%[activator]	1%	0%
COc1ccccc1NC(=O)C(C)OC(=O)CCC1CCCCC1 (configuration not stated)	28%	14	2%	-7%	.	2%
O=C1/C(=C/c2ccc(F)c(F)c2)CSc2sccc21	?	61	1%	-36%	-6%	-11%
CC(C)NC(=O)CCn1ccc2cc(S(=O)(=O)N3CCCC3)ccc21	16%	0	-9%	-11%	0%	-24%
Cc1ccc2cc(CN(Cc3cccs3)C(=O)c3ccco3)c3nnnn3c2c1C	1%	.	?	-28%	1%	-10%
COc1ccc(OC)c(NS(=O)(=O)c2cc(OC)ccc2OC)c1	-11%	-7	4%	-13%	-11%	-9%
CCOc1ccc(NS(=O)(=O)c2ccc(SC)cc2)cc1	9%	-25	-9%	-15%	0%	5%
Cc1cccc(NC(=O)Nc2ccccn2)c1C	-12%	-18	4%	-9%	2%	3%
COc1ccccc1CN(CC(=O)NCc1ccc2c(c1)OCO2)C(=O)c1ccc2c(c1)OCCO2	12%	-25	-3%	-15%	2%	5%
N=c1c(C(=O)NCc2ccco2)cc2c(=O)n3ccccc3nc2n1Cc1ccc(Cl)cc1	5µM*	19	5%	38%	-26%	-29%
CC(c1ccccc1)n1c(-c2ccc(C(C)(C)C)cc2)n[nH]c1=S (configuration not stated)	-8%	.	-2%	-24%	12%	-3%
COc1ccc(Cn2ccc3nc(C)c(C(=O)Nc4ccc(F)cc4)cc3c2=O)cc1	.	?	3%	.	.	-10%
O=C1N=c2ccc([N+](=O)[O-])cc2=C1c1sc(=O)[nH]c1O	21%	13	-7%	-21%	?	-16%
Cc1ccc(NC(=O)CSc2nnc(C3CC3)n2C)cc1S(=O)(=O)N1CCCCC1	?	-1	2%	10%	.	-2%
Cc1c(/C=N\NC(=O)C2COc3ccccc3O2)c2ccccc2n1C (configuration not stated)	?	-86*	3%	-22%	3%	-13%
Cc1ccc(NC(=O)Nc2ccc3c(c2)CCC3)c(C)c1	0%	-35	3%	-14%	.	3%
CSc1ccccc1NC(=O)COc1ccccc1Cl	3%	18	-12%	-27%	1%	18%
CCOCCCNC(=O)C(c1ccc(C)cc1)N(Cc1ccc2c(c1)OCO2)C(=O)c1ccccc1O (configuration not stated)	.	2	?	.	.	-19%
CN(C)CCCN1CC(=O)N2[C@@H](Cc3c([nH]c4ccccc34)C2(C)C)C1=O	1%	94	1%	-13%	5%	-23%

Continued, starting with the last 5 of the part before.
SMILES	HCV inhibitor	HCMV antiviral	AmpC inh detg	AmpC no deterg	FBPA Giardia inh	Sm TGR inh
Cc1c(/C=N\NC(=O)C2COc3ccccc3O2)c2ccccc2n1C (configuration not stated)	?	-86*	3%	-22%	3%	-13%
Cc1ccc(NC(=O)Nc2ccc3c(c2)CCC3)c(C)c1	0%	-35	3%	-14%	.	3%
CSc1ccccc1NC(=O)COc1ccccc1Cl	3%	18	-12%	-27%	1%	18%
CCOCCCNC(=O)C(c1ccc(C)cc1)N(Cc1ccc2c(c1)OCO2)C(=O)c1ccccc1O (configuration not stated)	.	2	?	.	.	-19%
CN(C)CCCN1CC(=O)N2[C@@H](Cc3c([nH]c4ccccc34)C2(C)C)C1=O	1%	94	1%	-13%	5%	-23%
COCCCNC(=S)Nc1cccc(S(=O)(=O)NC2=NCCC2)c1	5%	-20	1%	-11%	2%	-32%
COc1ccc(-c2nn(-c3ccccc3)cc2/C=N/Nc2ccccn2)cc1	.	.	3%	-24%	6%	.
Cn1c(CN2CCN(C(=O)c3ccco3)CC2)nc2cc([N+](=O)[O-])ccc21	5%	5	?	-1%	.	-19%
COCCn1nnnc1CN1CCC(O)(c2cccc(C(F)(F)F)c2)CC1	-6%	-38	-2%	22%	2%	-3%
O=C(CN(C(=O)CNC(=O)c1ccco1)c1ccc(Cl)c(Cl)c1)NC1CCCCC1	?	1	-3%	4%	8%	-2%
CN1CC[C@@]23CCCC[C@@H]2[C@@H]1Cc1ccc(O)cc13	?	-1	?	-19%	-2%	?
Cc1ccc(CN(C(=O)Cc2cccs2)C(C(=O)NC2CCCC2)c2ccncc2)cc1 (configuration not stated)	3%	-23	-12%	54%	5%	-1%
O=C(NC1(C(F)(F)F)OCCO1)c1ccc(F)cc1	14%	71	-3%	84%[activator]	1%	.
O=C(O)c1cc([N+](=O)[O-])ccc1NCCc1ccccc1	8%	8	-7%	-30%	-8%	-10%
COc1ccc(-c2cc(C(=O)NCCCn3ccnc3)c3ccccc3n2)c(OC)c1	1%	-33	?	31%	6%	9%
CN1C(=O)S/C(=C\c2ccc(-n3cncn3)cc2)C1=O	-4%	-23	-6%	-15%	-1%	-7%
CC(C)CN1C(=O)c2ccc(C(=O)NCc3ccccn3)cc2C1=O	12%	6	-1%	10%	.	-2%
CC(C)C(=O)NC(CC(=O)O)c1ccccc1 (configuration not stated)	18%	-23	2%	-17%	4%	0%
Cc1nn(CCC#N)c(C)c1Oc1ccccc1O	6%	-10	6%	-10%	0%	11%
COc1cccc(-c2nc(-c3ccccn3)no2)c1	?	-61*	0%	2%	.	8%
COc1ccc(N(C)S(=O)(=O)c2cccc(C(=O)Nc3ccc(N4CCOCC4)cc3)c2)cc1	?	-31	1%	75%[activator]	.	-3%
N#Cc1c(SCC(=O)OCc2ccccc2)nsc1SCC(=O)OCc1ccccc1	16%	30	?	-37%	0%	-6%
COc1ccc(N2CCN(CCNC(=O)Nc3ccc(Cl)cc3)CC2)cc1	?	-27	-1%	-8%	-1%	-1%
CN(C)CCSc1nnc2sc3ccccc3n12	6%	-5	?	-18%	6%	0%
COC(=O)COc1cc(OCC(=O)OC)c2c(C)c(Cl)c(=O)oc2c1	1%	-27	-3%	-5%	-1%	5%
C=CCn1cc(C(=O)NCCOC)c(=O)c2cc(S(=O)(=O)N(CC)CC)ccc21	18%&-12%	-12	-8%	50%	3%	1%
CC(C)(C)C1CCC(=NNC(=O)C(=O)NC2CCCCC2)CC1 (configuration not stated)	-7%	?	11%	1%	-3%	8%
NC(=O)Cn1cc(C(=O)COc2ccccc2)c2ccccc21	.	-11	1%	-14%	-6%	.
CCn1c(SCc2ccc(F)cc2)nc2c(c1=O)SCC2	11%	-23	-1%	-18%	8%	4%
O=C(c1nc2ccccc2s1)N1CCN(c2ccccn2)CC1	7%	93	?	-11%	2%	2%
O=C(COc1ccccc1Cl)NC(=O)NC1CCCCC1	6%	-27	?	-26%	.	0%
COC(=O)C(CCCCNC(=O)c1ccc([N+](=O)[O-])cc1)NC(=O)c1ccc([N+](=O)[O-])cc1 (configuration not stated)	-3%	-1	?	0%	0%	14%
COc1ccc(CCNC(=O)c2cccc(-n3cnnn3)c2)cc1	-6%	-35	.	-9%	.	.
COc1ccc(OC)c(N/C=C/C(=O)c2ccccc2)c1	-29%	-78*	-11%	-8%	-1%	-24%
CSC(=S)N/N=C/c1ccc(Br)cc1	3%	18	-2%	?	4%	-9%
CC(C)OC(=O)C(C#N)c1nc2ccccc2nc1N1CCN(Cc2ccc3c(c2)OCO3)CC1 (configuration not stated)	.	.	?	-3%	-2%	-10%
CCc1nc2sc(C(=O)O)c(N)c2c2c1CCCC2	?	7	3%	-18%	25%	6%
O=[N+]([O-])c1c(C(Cl)Cl)nn(-c2ccccc2)c1N1CCCC1	?	-38	0%	-8%	11%	3%
CCOC(=O)CC(=O)c1sc2c(c1N)c(=O)[nH]c(=O)n2-c1ccc(OC)cc1	4%	-8	-1%	-28%	-19%	3%
C=CCc1ccccc1OCCNCCCOC	13%	-2	0%	-6%	-16%	1%
Cn1c(CNC(=O)Nc2cccc(Cl)c2)nnc1SCc1ccccc1	11%	32	-10%	-17%	-2%	7%
Cc1ccccc1Cc1c(C)nc2c(C(=O)NCc3ccco3)cnn2c1C	?	9	-4%	19%	11%	22µM*
Cc1cc(C(F)(F)F)n2nc(C(=O)O)c(Cl)c2n1	7%	17	0%	11%	21%	5%
Cc1nc(-c2ccc(S(=O)(=O)N3CCN(c4ccc(F)cc4)CC3)cc2)co1	.	?	-1%	.	.	0%
O=C1CC(c2ccco2)CC(O)=C1C=Nc1cc(Cl)cc(Cl)c1 (configuration not stated)	5%	23	3%	-43%	-12%	18µM*
O=C(c1cc2ccccc2oc1=O)N(Cc1ccco1)C1CCS(=O)(=O)C1 (configuration not stated)	19%	28	-25%	-16%	-6%	16µM*
Cn1c(C(=O)O)c(CC(=O)N2CCC(Cc3ccccc3)CC2)c2ccccc21	-13%	-34	?	-18%	13%	8%
C=CCc1ccccc1OCc1nc2ccc(C)cc2[nH]1	.	-25	15%	.	.	7%
COc1cccc(-c2nn(C)c3sc(C(=O)N4CCOCC4)cc23)c1	-7%	90	-5%	84%[activator]	-7%	0%
O=C(c1ccc(Cl)s1)N1CCOCC1	23%	17	3%	-3%	7%	-2%
CCOC(=O)C1C2NC(=O)N(Cc3ccccc3)C1(C)Oc1c(OC)cccc12 (configuration not stated)	12%	16	-11%	-14%	-3%	9%
Cc1ccccc1N(C(=O)CCC(=O)Nc1ccccn1)C(C(=O)NC(C)C)c1ccc(F)cc1 (configuration not stated)	16%	-25	-7%	17%	17%	2%
COc1cccc(CC(=O)OCC(=O)N(C)CC(=O)Nc2ccc(F)cc2)c1	-2%	5	-3%	7%	.	-7%
Cc1oc2c(c1C(=O)NCc1cc(C(=O)O)co1)CCCC2	15%	30	-13%	-10%	-11%	-18%
COC(=O)Nc1cc(C)n(-c2ccccc2)n1	5%	17	-14%	-15%	0%	-3%
c1ccc(-c2nnc(SCc3nc4ccccc4[nH]3)n2Cc2ccco2)nc1	-22%	-64*	-9%	-16%	-1%	?
COc1cc(C)c(S(=O)(=O)NC2CC(C)(C)NC(C)(C)C2)cc1C	9%	20	-11%	-5%	-1%	-25%
CN1CCN(S(=O)(=O)c2ccc(Cl)cc2)CC1	14%&9%	-10&-7	?	-10%	3%	5%
O=C(Nc1cccc2nsnc12)c1ccc(-c2cccc(Cl)c2)o1	-17%	-9	?	-51%	?	6.3µM*
COCCCn1c(SCC(=O)NC(C)C)nnc1-c1ccccc1	14%	-25	?	-6%	2%	2%
COc1ccc(NC(=O)COC(=O)c2n[nH]c3ccccc23)c(OC)c1	?	3	-2%	-38%	.	-9%
CCCCCOc1ccc(N2C(=O)CC(N(O)c3ccccc3)C2=O)cc1 (configuration not stated)	?	42	?	20µM*	-1%	-14%
O=C(CCCC(=O)c1ccccc1)Nc1ccc(F)cc1	33%[activator]	-1	-18%	-37%	-4%	6%
